Screens: PubChem, several laboratories
Yfh1-off respiration: enhancers of respiration in Yfh1-depleted yeast, dose response, Friedreich's ataxia, plus single-dose screen (AID 1465); 0.074% of 220,000 active; S. cerevisiae Yfh1-off respiration, WST-1 reduction, 72 h; higher fold induction means a stronger effect; fold induction at 50 µM, or EC50 in µM where a hit was titrated;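 active = fold induction of absorbance versus untreated yeast above a set limit, then at least 30% activation at any dose in follow-up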;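 also: activators that raise dye reduction in frataxin-depleted yeast; strong numbers were not always called active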
human PMI inhibition: inhibitors of human PMI, primary screen, biochemical, fluorescence intensity, coupled assay (AID 1209); purified PMI enzyme, coupled fluorescence intensity; higher % means a stronger effect; inhibition, % at 20 µM; hits with a dose series show IC50 in µM; 0.42% of 190,000 active;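 also: plate controls were DMSO vehicle for no effect and wells lacking substrate for full effect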
WT yeast gro inh: growth inhibition of WT yeast, mitochondrial fusion screen | mitochondrial fusion phenotypic screen, WT strain | 2.1% of 190,000 active | inhibition, % at 10 µM; in the data active = inhibition above about 58%; tested in S. cerevisiae
Ins promoter up: MIN6 insulin promoter up-regulation; 0.3% of 190,000 active; z-score at 5 µM; MIN6 insulin promoter-GFP reporter, high-content imaging; active compounds read high; AID 1625;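 active = z-score above 3 at 5 µM with at least 500 cells counted in the well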
Autophagy mod: autophagy modulation, high-content screen; AID 463193; calls only at 10 µM (by protocol); MEF GFP-LC3 puncta imaging; test concentration mostly 10 µM; 0.98% of 190,000 active;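 active = percentage of spot-positive cells more than 3 SD above its plate mean, without a fluorescence outlier flag or 80% toxicity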;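 also: spot-positive cell cutoff set from DMSO-treated cells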
human PMI inhibitors: human PMI inhibitors, high substrate, primary screen, biochemical, fluorescence intensity, high mannose 6-phosphate (AID 1220); recombinant PMI enzyme, coupled fluorescence intensity; higher % means a stronger effect; inhibition, % at 20 µM, or IC50 in µM where a hit was titrated; 0.66% of 190,000 active
Dynein transport: blocks dynein driven cargo transport along microtubules. AID 1381. 3617.4 mouse cells, GR-EGFP nuclear translocation imaging; test concentration mostly 20 µM; stimulated with dexamethasone, 1 µM; active compounds read low. z-score, hits read low. 0.47% of 220,000 active;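 active = plate z-score of nuclear minus cytoplasmic receptor signal below a set negative limit, without overly bright fluorescence or cell loss, cut at about -3.5 in these data, passing the limit was not always enough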;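 also: z-score of nuclear minus cytoplasmic ring GR-EGFP intensity difference per well; some compounds called inactive have numbers as strong as hits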
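medium = tetracycline-free induction medium containing charcoal-stripped FBS | also added = 1.0 µM final dexamethasone stimulus | schedule = 48 h induction, 1 h compound, 30 min dex at 37 °C | technique = fixed, Hoechst-stained cells imaged at 10x for EGFP | measure = GR-EGFP nuclear translocation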
b-catenin transl: beta-catenin nuclear translocation modulation. nuclear translocation activity, % at 5 µM. HeLa beta-catenin nuclear translocation, immunofluorescence imaging. 0.3% of 190,000 active;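 active = nuclear translocation activity above 50% at 5 µM, with a well cell count of 50 or more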;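 also: per-cell ratio of nuclear to cytoplasmic median beta-catenin stain intensity; plate controls were DMSO negative control for no effect and GSK-3 inhibitor IX positive control for full effect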
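Test system: HeLa cells, endogenous beta-catenin; Compound: single 5 µM dose plus 0.02–20 µM confirmation series; Times: compound exposure 24 h at 37°C; Signal: fluorescence imaging of beta-catenin antibody stain plus DAPI; Read-out: % activation, nuclear-to-cytoplasmic median beta-catenin signal ratio per cell.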
MT stabilize HCS: stabilizes microtubules in HeLa cells. AID 2205. 0.83% of 200,000 active. % tubulin-high responders, % at 10 µM. HeLa tubulin immunostaining HCS, 24 h; share of cells brighter than vehicle mean+2SD;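 active = plate Z-score above 3 for both tubulin-high and condensed-nucleus cell shares, with cell loss under 80%, at 10 µM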;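 also: anti alpha tubulin signal scored within the nucleus-defined area of each cell; some results filed as inactive read as strong as hits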
WT yeast gro inh mutant strain: also measured in WT yeast gro inh; calls as there; inhibition, %; mitochondrial fusion phenotypic screen, mutant strain inhibition
Dynein transport cytoplasmic EGFP: also measured in Dynein transport; calls as there; z-score; measured here: cytoplasmic GR-EGFP intensity; active compounds read high
Dynein transport nuclear GR-EGFP: recorded beside Dynein transport, whose call it bears; z-score; measured here: nuclear GR-EGFP intensity;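 lower value marks the stronger effect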
Dynein transport cell count: further read-out of Dynein transport, marked with its call; z-score; measured here: cell count per field
Ins promoter up cell count: further read-out of Ins promoter up, marked with its call; cell count; measured here: cytotoxicity, nuclei count;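 total cells summed across four imaged fields per well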
b-catenin transl cell count 5 µM: second read-out of b-catenin transl, no call of its own (marks repeat the call); cell count; measured here: cell count, cytotoxicity flag
MT stabilize HCS Hoechst-high %: also measured in MT stabilize HCS; calls as there; % Hoechst-high responders; measured here: nuclear condensation Hoechst responders;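 share of cells brighter than vehicle mean plus two SD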
MT stabilize HCS cytotoxicity %: also measured in MT stabilize HCS; calls as there; toxicity, %; measured here: cytotoxicity by cell density;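 0% = mean cell density of plate MIN control wells and 100% = no cells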
Autophagy mod cell loss 18 h: second read-out of Autophagy mod, no call of its own (marks repeat the call); toxicity, %; measured here: cell loss, nuclei count;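 cell loss after 18 h compound exposure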
* marks the source's active call; other numbers are inactive results; i = inactive; / = no result given. Rule as the data show it, unless noted: active = inhibition above about 50%; inactive = the rest.

SMILES	Yfh1-off respiration	human PMI inhibition	WT yeast gro inh	WT yeast gro inh mutant strain	Ins promoter up	Ins promoter up cell count	Autophagy mod	Autophagy mod cell loss 18 h	human PMI inhibitors	Dynein transport	Dynein transport cytoplasmic EGFP	Dynein transport nuclear GR-EGFP	Dynein transport cell count	b-catenin transl	b-catenin transl cell count 5 µM	MT stabilize HCS	MT stabilize HCS Hoechst-high %	MT stabilize HCS cytotoxicity %
N#CCC(=N)N1CCN(c2ccccc2)CC1	i	12%	-6	0	0.91	1860	i	6	15%	-0.71	-0.061	-0.71	0.44	-2.7	1220	1.5	1.0	8.3
Nc1nc(SCC(=O)Nc2cc(S(=O)(=O)N3CCOCC3)ccc2Cl)n[nH]1	i	-16%	-21	16	-1.2	1369	i	3	-11%	-1	-0.28	-0.17	0.42	-2.7	1174	8.5	2.6	10
O=C(Nc1ccccc1Cl)N1CCN(c2ccc3nnc(-c4ccc(F)cc4)n3n2)CC1	/	8%	32	40	0.21	1173	i	-3	5%	0.32	-0.2	0.02	-0.34	-3.7	913	2.1	1.4	6.3
CC(=O)Nc1c(C)ccc(S(N)(=O)=O)c1C	i	-5%	-4	-12	0.58	1481	i	5	-4%	0.68	-0.24	0.37	0.32	-2.7	995	3.4	1.1	7.8
CC1=CC(=C(C#N)C#N)C=C(C)N1Cc1ccccc1	i	-5%	-7	9	/	/	i	14	0%	0.16	-0.23	-0.0061	-0.2	0.2	1094	2.4	1.3	7.7
O=S(=O)(NCc1cccs1)c1cccc(S(=O)(=O)N2CCCCC2)c1	i	4%	-2	-3	0.9	1111	i	-5	1%	-0.38	-0.18	0.075	-0.5	-0.2	794	5.6	3.1	9.1
CC(=O)N1CCc2cc(S(=O)(=O)NCCC(=O)Nc3cccc(C)c3)ccc21	i	10%	-2	6	-0.45	1280	i	-9	11%	1.2	-0.13	0.64	0.87	0.2	1012	3.4	1.5	11
NC(=O)c1ccsc1NC(=O)C1CC1	i	/	-10	-2	0.1	848	/	/	/	-0.34	-0.8	0.15	-0.12	-2.6	1245	/	/	/
COc1cccc(C(=O)Oc2ccc3c(C)cc(=O)oc3c2C(C)=O)c1	i	-1%	9	-16	0.22	1240	i	5	4%	-0.16	-0.32	-0.5	0.33	-0.1	941	2.7	2.2	6.9
COc1ccccc1C(=O)Nc1ccc(-c2nnn(CC(=O)N3CCN(C(=O)c4ccco4)CC3)n2)cc1	i	-1%	0	-7	0.67	1512	i	-11	0%	0.38	-0.19	0.51	-1.3	3.1	970	1.9	1.3	4.3
O=S(=O)(c1ccc2ccccc2c1)n1cnc2ccccc21	i	12%	12	-2	-0.59	1121	i	12	13%	-0.85	-0.22	-0.43	0.63	2.7	1133	5.7	2.0	1.3
COCCn1nnnc1CN1CCSCC1	i	-8%	-9	-10	0.08	1445	i	8	-5%	-0.49	-0.16	0.26	0.68	-1.7	988	3.5	1.5	2.9
CNC(=O)C1(CC(C)C)C=CCN1C(C)=O (stereo unspecified)	i	7%	-10	-6	-0.19	654	i	3	6%	-0.39	-0.098	0.2	0.63	-2.5	525	2.9	1.7	5.7
CC(C)(CO)CNC(=O)CC1C(=O)NCCN1CC(c1ccccc1)c1ccccc1 (stereo unspecified)	i	-3%	10	13	0.06	1317	i	-17	15%	1.8	-0.3	1.3	-0.55	2.7	905	4.5	1.8	5.8
Cc1cccc(N(C2C=CS(=O)(=O)C2)S(=O)(=O)c2ccccc2)c1 (stereo unspecified)	i	6%	-6	-16	-0.59	1233	i	-1	5%	0.57	-0.2	0.24	0.3	/	/	2.3	1.9	3.5
CC(=O)NC(C(=O)OCC(=O)N(c1ccccc1)c1ccccc1)C(C)C (stereo unspecified)	i	/	/	/	-0.17	957	/	/	/	0.22	-0.24	0.71	-0.44	1.4	1369	/	/	/
O=C(N/N=C/c1ccc(O)cc1O)/C(=C/c1ccccc1)CCO	i	4%	3	2	0.02	1302	i	15	-20%	-0.23	-0.2	-0.1	0.056	3.0	1025	13	2.7	18
COc1ccc(Cc2nnc(NS(=O)(=O)c3ccccc3)s2)cc1	i	8%	2	7	-0.6	1452	i	4	12%	0.14	-0.2	-0.037	0.37	0.1	1021	1.0	1.1	7.4
CO/N=C/c1ccc(OC)c(Oc2nc(OC)cc(OC)n2)c1	i	-5%	1	7	0.08	1363	i	11	-5%	-0.65	0.046	-0.28	0.74	0.6	1128	11	23	32
Oc1ccc(O)c(Cc2nc3ccccc3[nH]2)c1	i	6%	-10	-3	-0.19	1502	i	-9	33%	-1.3	-0.28	-0.45	0.72	-5.1	1063	1.4	1.3	9.7

Full records as entered above. Values in the order: Yfh1-off respiration	human PMI inhibition	WT yeast gro inh	WT yeast gro inh mutant strain	Ins promoter up	Ins promoter up cell count	Autophagy mod	Autophagy mod cell loss 18 h	human PMI inhibitors	Dynein transport	Dynein transport cytoplasmic EGFP	Dynein transport nuclear GR-EGFP	Dynein transport cell count	b-catenin transl	b-catenin transl cell count 5 µM	MT stabilize HCS	MT stabilize HCS Hoechst-high %	MT stabilize HCS cytotoxicity %
CC(=O)NC(C(=O)OCC(=O)N(c1ccccc1)c1ccccc1)C(C)C (stereo unspecified) is listed with i	/	/	/	-0.17	957	/	/	/	0.22	-0.24	0.71	-0.44	1.4	1369	/	/	/
CC(C)(CO)CNC(=O)CC1C(=O)NCCN1CC(c1ccccc1)c1ccccc1 (stereo unspecified) is listed with i	-3%	10	13	0.06	1317	i	-17	15%	1.8	-0.3	1.3	-0.55	2.7	905	4.5	1.8	5.8
Nc1nc(SCC(=O)Nc2cc(S(=O)(=O)N3CCOCC3)ccc2Cl)n[nH]1 is listed with i	-16%	-21	16	-1.2	1369	i	3	-11%	-1	-0.28	-0.17	0.42	-2.7	1174	8.5	2.6	10

The results go on.
SMILES	Yfh1-off respiration	human PMI inhibition	WT yeast gro inh	WT yeast gro inh mutant strain	Ins promoter up	Ins promoter up cell count	Autophagy mod	Autophagy mod cell loss 18 h	human PMI inhibitors	Dynein transport	Dynein transport cytoplasmic EGFP	Dynein transport nuclear GR-EGFP	Dynein transport cell count	b-catenin transl	b-catenin transl cell count 5 µM	MT stabilize HCS	MT stabilize HCS Hoechst-high %	MT stabilize HCS cytotoxicity %
CCOc1cc2[nH]c(=O)n(Cc3ccc(C(=O)NCCOC)cc3)c(=O)c2cc1OCC	/	3%	13	0	/	/	i	15	6%	0.82	-0.18	0.54	-0.41	6.2	808	6.4	2.3	6.5
CC(C)[C@H](NC(=O)c1ccco1)C(=O)OCc1cc(=O)n2c(n1)sc1ccccc12	i	17%	-3	-9	-0.78	1421	i	-1	12%	-0.43	-0.036	-0.038	0.98	-1.1	1115	3.3	1.4	12
CC(C)N1CCc2c(sc(NC(=O)c3ccc(S(=O)(=O)N4CCOCC4)cc3)c2C#N)C1	i	22%	1	3	1.8	1672	i	-21	21%	-0.069	-0.11	0.21	0.34	-0.9	998	2.7	3.4	10
COC(=O)CCC(NC(=O)OCc1ccccc1)C(=O)NC(CC(C)C)C(=O)OC (stereo unspecified)	i	-13%	-14	3	-0.87	1650	i	9	-3%	-0.099	-0.47	0.12	0.35	-2.6	1314	9.4	1.8	8.7
CN1CCN(CCC(=O)Nc2ccc(F)c(F)c2)CC1	i	-2%	18	0	-1.8	981	i	-5	-2%	-0.8	0.22	-0.39	1.3	/	/	2.5	2.1	5.1
Cc1ccccc1NC(=O)c1nc[nH]c1C(=O)NCc1ccccc1	i	7%	6	28	0.14	1108	i	35	-2%	0.77	-0.27	0.48	0.065	/	/	2.9	1.8	5.1
Cc1cccc(C)c1NC(=O)N1CCC(N2CCCCC2)CC1	i	31%	-9	-10	/	/	i	1	4%	-0.37	-0.21	-0.19	0.46	/	/	2.7	3.0	5.4
C[N+](C)(C)CCCCCCC(=O)/C=N/O	i	25%	0	3	0.83	1395	i	-3	12%	0.048	-0.26	-0.018	0.34	0.0	509	4.2	2.2	3.7
COc1ccccc1CNC(=O)c1cc(=O)c2ccccc2o1	i	-2%	-12	12	0.67	1159	i	-3	-9%	0.25	-0.31	-0.14	-0.69	2.2	1043	1.7	2.4	12
NS(=O)(=O)c1ccc(NC(=O)CN2CCN(S(=O)(=O)/C=C/c3ccccc3)CC2)cc1	i	/	/	/	-0.36	1043	/	/	/	-0.49	-0.18	0.5	-0.5	3.9	1345	/	/	/
Cc1nc(CS(=O)(=O)c2ccc(Cl)cc2)cc(N2CCOCC2)n1	i	-7%	-12	-2	/	/	i	-23	-6%	-0.48	-0.21	-0.35	-0.22	/	/	4.8	2.3	8.1
COc1ccccc1-n1cnnc1SCC(=O)Nc1cccc(S(=O)(=O)N2CCCCC2)c1	i	8%	-3	-22	/	/	i	14	8%	0.24	-0.24	1.3	-0.34	0.9	949	5.7	2.5	2.3
Cc1nc2ccccc2nc1OCc1cccc([N+](=O)[O-])c1	i	2%	-18	8	-0.05	1680	i	0	1%	1.7	-0.28	1.1	-0.89	-2.4	1014	5.5	2.3	9.0
NC(=O)C1CCN(C(=O)CCCCCn2c(=O)[nH]c3ccsc3c2=O)CC1	i	-1%	2	-3	/	/	i	4	0%	-0.55	-0.21	0.083	0.38	-3.8	1246	3.6	4.2	19
CC(=O)OCCn1c(Br)nc2c1c(=O)[nH]c(=O)n2C	i	0%	6	-25	0.17	1095	i	23	-1%	-0.23	-0.22	-0.014	0.19	0.7	683	3.1	1.7	3.4
N#C/C(=C\N1CCOCC1)C(N)=O	i	/	/	/	-0.02	1131	/	/	/	-0.39	-0.28	-0.26	1.1	0.5	1293	/	/	/
